EPAC2 antagonist: blocks human EPAC2 exchange factor; Q8WZA2; Potency, µM (top dose mostly 114 µM), for inactives: at the highest dose activity, negative = inhibition, hits mostly inhibitors; EPAC2 GEF exchange of Rap1B-BODIPY-GDP, fluorescence; 0.18% of 360,000 active; AID 720708; note: % is set by controls: 0 for no effect and ±100 for the full control effect; nearly all actives have a fitted effect of over 45% in size; many of its hits are not listed in these tables
PTHR1 agonist: activates the human parathyroid hormone receptor PTHR1 | 0.075% of 410,000 active | Q03431 | HEK293 GP2 PTHR1 cells, GloSensor cAMP luminescence, 1 h | Potency, µM (top dose mostly 115 µM), without a hit: top-dose activation, usual class: activators | AID 743266; note: nearly all actives have a fitted effect of over 55% in size; some results filed as inactive show a strong effect at the top dose; inactives centre near -15; many of its hits are not listed in these tables
Target sequence (Q03431 whole entry, looked up): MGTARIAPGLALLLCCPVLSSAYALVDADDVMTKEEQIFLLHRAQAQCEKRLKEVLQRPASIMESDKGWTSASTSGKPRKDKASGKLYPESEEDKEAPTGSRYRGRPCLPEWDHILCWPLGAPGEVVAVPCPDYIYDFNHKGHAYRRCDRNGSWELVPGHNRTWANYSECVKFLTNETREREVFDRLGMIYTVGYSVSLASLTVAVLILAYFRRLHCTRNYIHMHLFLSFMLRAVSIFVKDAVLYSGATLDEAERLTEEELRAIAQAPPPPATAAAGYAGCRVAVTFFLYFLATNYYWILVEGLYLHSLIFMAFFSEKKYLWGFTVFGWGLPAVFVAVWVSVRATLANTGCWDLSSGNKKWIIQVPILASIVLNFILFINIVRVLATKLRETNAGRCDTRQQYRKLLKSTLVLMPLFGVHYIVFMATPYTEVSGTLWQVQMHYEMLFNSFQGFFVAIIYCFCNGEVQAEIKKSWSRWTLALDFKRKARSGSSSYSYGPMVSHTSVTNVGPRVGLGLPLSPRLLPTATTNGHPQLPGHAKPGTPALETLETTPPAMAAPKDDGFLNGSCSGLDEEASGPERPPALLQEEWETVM
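HEK-293-derived GP2 cells expressing PTHR1 and a GloSensor cAMP reporter, 3,000/well, plated overnight, given luciferin plus IBMX (each 0.5 mM as added) for 1 h at 37 °C, then compound for 1 h at 37 °C. Luminescence was read after 15 min at room temperature.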
FUS suppressor: rescues growth of FUS-expressing yeast; S. cerevisiae FUS-expressing, growth rescue, OD600, 24 h; Potency, µM (series often up to 76.6 µM), inactives show top-dose growth rescue (activation), usual class: activators; 0.24% of 390,000 active; AID 1347120;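 note: plate controls were DMSO vehicle for no effect and reference control for full effect; nearly all actives have a fitted effect of over 55% in size; some results filed as inactive show a strong effect at the top dose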
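S. cerevisiae expressing FUS from galactose induction served as the toxicity model. Growth after 24hr at 30C, read as absorbance at 600 nm, indicates suppression of toxicity; compounds dosed at several concentrations.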
EPAC1 ag: EPAC1 (human) agonism; O95398; EPAC1 agonist qHTS, biochemical assay; response scale: 100% = response to 6.5 mM cAMP; Potency, µM (titrated, usually from 154 µM), inactives show at the highest dose activation, hits mostly activators; 0.073% of 360,000 active; AID 720707; note: nearly all actives have a fitted effect of over 60% in size
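Fluorescent GDP-exchange assay: 100 nM EPAC1 with 250 nM Rap1B preloaded with BODIPY-GDP and 50 uM GDP; compounds tested as concentration series, 5 min at room temperature, then read every 5 min for 30 min (ex 480/em 540 nm); normalized to 6.5 mM cAMP.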
aSyn yeast inh: alpha-synuclein toxicity inhibition in yeast. Potency, µM (top dose mostly 46.1 µM), for the others: at the top dose growth rescue (activation), actives largely listed as activators. 0.14% of 370,000 active. Yeast expressing alpha-synuclein, growth rescue, BacTiter-Glo, 24 h. AID 652106; note: % of control where 0% means no effect; nearly all actives have a fitted effect of over 65% in size
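Rescue of yeast growth: cells expressing toxic alpha-synuclein, induced in galactose at OD600 0.02, incubated with compound 24 h at 30 C. ATP luminescence quantified growth; inhibitors of toxicity appear as activators.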
EPAC1 antagonist: EPAC1 (human) antagonism | O95398 | EPAC1 GEF assay, Rap1b-BODIPY-GDP exchange fluorescence | Potency, µM (doses to about 115 µM), without a hit: at the top dose activity change, negative = inhibition, hits mostly inhibitors | 0.14% of 360,000 active | AID 720709;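 note: plate controls were vehicle for no effect and positive control for full effect; nearly all actives have a fitted effect of over 50% in size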
TDP43 rescue: TDP-43 toxicity inhibition in yeast; TDP-43 expressing yeast growth rescue, BacTiter-Glo, 24 h; Potency, µM (highest dose often 46.1 µM), for the others: at the top dose growth rescue (activation), usual class: activators; 1.8% of 410,000 active; AID 652104; note: % of control where 0% means no effect; nearly all actives have a fitted effect of over 50% in size
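Growth rescue of TDP-43-toxic yeast measured as ATP luminescence (BacTiter-Glo). Cells grown to mid-log in raffinose, induced in galactose at OD600=0.02, exposed to compound 24 hr at 30 deg C.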
EPAC2 agonist: activates human EPAC2 exchange factor; Potency, µM (series often up to 154 µM), without a hit: at the highest dose activation, usual class: activators; 0.079% of 360,000 active; EPAC2 activation, biochemical qHTS; response scale: 100% = 6.5 mM cAMP response; AID 720711; note: nearly all actives have a fitted effect of over 50% in size
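Compounds were titrated in qHTS against a Rap1B-BODIPY-GDP (250 nM) complex with EPAC2 (100 nM) and GDP (50 uM). BODIPY-GDP release tracked at 480/540 nm over 30 min at room temperature, normalized to 6.5 mM cAMP.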
Starred values were filed as active, the others as inactive; i = inactive; ? = inconclusive; nt = not tested or not shown; [ ] = another dose, or the depositor's remark. Calls come from the whole dose curve; as a rule, active = well fitted curve in the direction sought with a large enough effect; inconclusive = small, poorly fitted or top-dose-only effect, or another doubt; inactive = no such curve, though single readings can be large; an effect the other way counts as inactive or inconclusive. Potency is the fitted concentration of half-maximal effect.

1. C=CCOC(=O)C1=C[C@H](c2ccc3c(c2)OCO3)C[C@H](OCCCCO)O1
2. COc1cc(C)nc(OCCNC(=O)COc2ccc(Cl)cc2Cl)n1
3. COc1ccc(OC)c(NC(=O)c2ccc(CSc3ncccn3)cc2)c1
4. COc1ccc(-c2nc(N/N=C(\C)c3ccc(O)cc3)c3ccccc3n2)cc1
5. C/C=C/C(=O)OCC(=O)Nc1cc(-c2cc(C)c(C)cc2C)nn1-c1ccccc1
6. O=C(/C=N/O)NCCCN1CCOCC1
7. C1CCN(C2CCN(c3nc4nonc4nc3N3CCSCC3)CC2)C1
8. CCOc1ccc(S(=O)(=O)N2CCCCC2)cc1NC(=O)CN1C(=O)NC(C)(C2CC2)C1=O (configuration not stated)

Assay by compound | 1 | 2 | 3 | 4 | 5 | 6 | 7 | 8
EPAC2 antagonist | -16% | -2% | -8% | -12% | -10% | -4% | 4% | 6%
PTHR1 agonist | -20% | i | -9% | i | -9% | i | i | -8%
FUS suppressor | 15% | 17% | 11% | 20% | 24% | nt | -1% | 22%
EPAC1 ag | 1% | -3% | 23% | 24% | 6% | 10% | -1% | -6%
aSyn yeast inh | -2% | 9% | -1% | -11% | -11% | 4% | 0% | 0%
EPAC1 antagonist | 14% | -13% | -21% | 4% | -7% | ? | 11% | -6%
TDP43 rescue | -3% | 15% | 5% | 28% | 27% | -11% | -15% | 0%
EPAC2 agonist | -6% | -2% | 10% | ? | 10% | 0% | 7% | -4%

9. O=C(CN1C(=O)/C(=C/c2ccc(F)cc2)SC1=S)NC1C=CS(=O)(=O)C1 (configuration not stated)
10. CCOC(=O)c1cc(S(=O)(=O)Nc2ccc(OC)cc2OC)cn1C
11. O=C(Nc1nnc(-c2ccccc2)o1)c1cc(-c2cccs2)nc2ccccc12
12. CCOc1ccc(S(=O)(=O)/N=C(/c2ccccc2)N(C)C)cc1
13. COc1ccccc1Oc1ccc(N/C=C/C(=O)c2ccc(C)o2)cc1
14. COc1ccc(N2C(=O)CC(N3CCN(C(=O)c4ccco4)CC3)C2=O)cc1 (configuration not stated)
15. COc1ccc(CCN2C(=O)CC(Nc3ccc(N4CCOCC4)cc3)C2=O)cc1OC (configuration not stated)
16. Cc1cccc(CCNC(=O)c2cccc(NC3=NC4CS(=O)(=O)CC4S3)c2)c1 (configuration not stated)

Assay by compound | 9 | 10 | 11 | 12 | 13 | 14 | 15 | 16
EPAC2 antagonist | 5% | -25% | -14% | 1% | 13% | 5% | 3% | -7%
PTHR1 agonist | i | i | -47%[inhibitor] | -95%[inhibitor] | -44%[inhibitor] | i | -13% | i
FUS suppressor | -1% | -4% | 22% | -16% | 39% | -2% | ? | -4%
EPAC1 ag | 1% | -6% | 1% | -2% | 20% | 4% | 5% | 0%
aSyn yeast inh | 2% | 12% | ? | -1% | 19% | -3% | -6% | ?
EPAC1 antagonist | -7% | -22% | -18% | -1% | -3% | 0% | -18% | -15%
TDP43 rescue | 14% | 1% | -42%[inhibitor] | -6% | -11%[0.397 µM] | 0% | -3% | -2%
EPAC2 agonist | 7% | 2% | 22% | 1% | 5% | 10% | -1% | 17%

17. COc1ccc(-c2cc3ccc(OC)cc3cn2)cc1
18. CCC1=Nc2cc(C(=O)NCCCOC(C)C)ccc2Sc2ccccc21
19. CC(C)(C)NC(=S)NNC(=O)[C@H]1C[C@@H]1c1ccccc1
20. CCOC(=O)c1c(-c2ccc(C)cc2)csc1NC(=O)CCSc1nnc2ccccn12
21. CNS(=O)(=O)c1cccc(C(=O)OCC(=O)N2CCN(C(=O)c3ccco3)CC2)c1
22. CCN(CC(=O)Nc1cc(Cl)ccc1C)C(=O)c1cc([N+](=O)[O-])ccc1N1CCOCC1
23. Cc1ccccc1C(=O)Nc1cccc(-c2cn3ccccc3n2)c1
24. CCOC(=O)C[C@H]1c2ccccc2S(=O)(=O)N1c1cccc(OC)c1

Assay by compound | 17 | 18 | 19 | 20 | 21 | 22 | 23 | 24
EPAC2 antagonist | -6% | -3% | -7% | 3% | -4% | -1% | -12% | -25%
PTHR1 agonist | -23% | -19% | i | -12% | 13% | 7% | -15% | -20%
FUS suppressor | 13% | 56% | 22% | nt | nt | 17% | 19% | -3%
EPAC1 ag | 11% | 17% | 1% | -4% | -8% | -4% | -12% | 4%
aSyn yeast inh | -23% | 8% | 1% | 6% | 3% | 3% | -22% | 8%
EPAC1 antagonist | 6% | -7% | 5% | 11% | -23% | 16% | ? | -11%
TDP43 rescue | ? | ? | 20% | 27% | 10% | -32% | 1% | 21%
EPAC2 agonist | 1% | 24% | 3% | 0% | 0% | 3% | 9% | 11%

25. C=CCn1c2ccccc2c2nnc(SCC(=O)Nc3c(C)n(C)n(-c4ccccc4)c3=O)nc21
26. COc1ccc(C)cc1-n1nnnc1SCc1cn2ccsc2n1
27. O=C(O)CCC(=O)Nc1ccc(Cc2ccc(NC(=O)CCC(=O)O)c(O)c2)cc1O
28. CC(=O)Nc1ccc(Oc2cc(C#N)c(C#N)cc2N2CCOCC2)cc1
29. COC(=O)C1CN(Cc2ccccc2)C(=O)C1=O (configuration not stated)
30. COC(=O)[C@H]1C[C@H](OC(=O)NCC2CCCCC2)[C@@]2(O)CN(S(=O)(=O)c3ccc(C)cc3)CC2[C@H]1C(=O)OC (some centres not stated)
31. COc1ccc(Cl)cc1C(=O)Nc1ccc2c(c1)OCCO2
32. COc1cc(N2CCCC2)c(OC)cc1/C=C(/C#N)c1cccc(F)c1

Assay by compound | 25 | 26 | 27 | 28 | 29 | 30 | 31 | 32
EPAC2 antagonist | 5% | 17% | 5% | 7% | 5% | -15% | -14% | 27%
PTHR1 agonist | i | -10%[57.5 µM] | i | -2%[57.5 µM] | -22% | -21% | -18% | i
FUS suppressor | 21% | 4% | 25% | -3% | -2% | ? | 1% | nt
EPAC1 ag | -1% | -4% | 9% | -10% | 19% | -4% | 4% | -2%
aSyn yeast inh | 11% | 8% | -2% | -2% | 16% | 1% | -1% | -11%
EPAC1 antagonist | -1% | 3% | 14% | 6% | -2% | -18% | 16% | 22%
TDP43 rescue | 10% | 10% | 1% | 11% | -16% | 0% | 0% | -10%
EPAC2 agonist | 4% | 6% | -2% | -3% | 10% | 5% | 11% | 7%

Reprinted at random: four compounds from above
32. COc1cc(N2CCCC2)c(OC)cc1/C=C(/C#N)c1cccc(F)c1
31. COc1ccc(Cl)cc1C(=O)Nc1ccc2c(c1)OCCO2
26. COc1ccc(C)cc1-n1nnnc1SCc1cn2ccsc2n1
25. C=CCn1c2ccccc2c2nnc(SCC(=O)Nc3c(C)n(C)n(-c4ccccc4)c3=O)nc21

Assay by compound | 32 | 31 | 26 | 25
EPAC2 antagonist | 27% | -14% | 17% | 5%
PTHR1 agonist | i | -18% | -10%[57.5 µM] | i
FUS suppressor | nt | 1% | 4% | 21%
EPAC1 ag | -2% | 4% | -4% | -1%
aSyn yeast inh | -11% | -1% | 8% | 11%
EPAC1 antagonist | 22% | 16% | 3% | -1%
TDP43 rescue | -10% | 0% | 10% | 10%
EPAC2 agonist | 7% | 11% | 6% | 4%

The listing continues.
33. CCOc1ccc(CN2CCNC(=O)C2CC(=O)NCCc2nc(C)c3c(n2)CCC3)cc1 (configuration not stated)
34. Cc1cc(C([O-])=C(C(=S)Nc2ccccc2)[n+]2ccccc2)c(C)n1-c1ccccc1
35. COc1nnc(-c2ccc(N3CCCCC3)c(NC(=O)COc3ccccc3)c2)c2ccccc12
36. CCOC(=O)N/N=C\C=C\c1ccc2c(c1)OCO2
37. COc1ccc(/C=N/NC(=O)CN2CCS(=O)(=O)CC2)cc1
38. O=C(c1cc(-c2cccc(O)c2)on1)N1CCCC1
39. O=C(Oc1ccc2cccc(OC(=O)N3CCOCC3)c2c1)N1CCOCC1
40. Cc1ccc(-c2nnnn2-c2ccc(C)cc2)cc1

Assay by compound | 33 | 34 | 35 | 36 | 37 | 38 | 39 | 40
EPAC2 antagonist | -3% | -12% | -11% | 4% | 8% | 2% | 0% | -13%
PTHR1 agonist | i | 2% | i | -8% | -14%[57.5 µM] | -3% | 7%[57.5 µM] | -8%
FUS suppressor | 7% | 37% | -9% | 9% | 11% | 41% | 11% | -1%
EPAC1 ag | 18% | -1% | -13% | -1% | 0% | 10% | -12% | 2%
aSyn yeast inh | -2% | 0% | -1% | -6% | -10% | -8% | -13% | 1%
EPAC1 antagonist | 11% | -2% | 5% | -11% | 5% | -9% | -11% | -9%
TDP43 rescue | 9% | -10% | 0% | -9% | -29% | -13% | 3% | 2%
EPAC2 agonist | 6% | -2% | -4% | -3% | 9% | 12% | 1% | 12%

Next section, overlapping the part above by two compounds.
39. O=C(Oc1ccc2cccc(OC(=O)N3CCOCC3)c2c1)N1CCOCC1
40. Cc1ccc(-c2nnnn2-c2ccc(C)cc2)cc1
41. O=C(COc1ccccc1Cl)Nc1cccnc1
42. COC(=O)c1ccc(NC(=O)COC(=O)c2cccc3c(=O)c(C)c(-c4ccccc4)oc23)cc1
43. CC1CCCCC1NC(=O)Cn1c(=O)cnc2ccccc21 (configuration not stated)
44. Cc1nnc(SC(=O)N2c3ccccc3Sc3ccccc32)s1
45. CCOC(=O)NC(=O)COC(=O)CCCSc1nc2ccccc2s1
46. Cc1noc(C)c1CSc1ccccc1C(=O)OC(C)C(N)=O (configuration not stated)
47. CCC(C)(C)NC(=O)C(c1ccccc1)N(C(=O)c1csnn1)C1CC1 (configuration not stated)
48. Cc1ccc(-n2ncc3c2CC(C)(C)CC3NC(=O)CCc2c(C)noc2C)cc1 (configuration not stated)

Assay by compound | 39 | 40 | 41 | 42 | 43 | 44 | 45 | 46 | 47 | 48
EPAC2 antagonist | 0% | -13% | 3% | -4% | -5% | -1% | -14% | -11% | -1% | 7%
PTHR1 agonist | 7%[57.5 µM] | -8% | -5% | -20% | i | -33%[inhibitor] | i | i | i | -7%
FUS suppressor | 11% | -1% | -40% | 8% | -11% | 6% | 8% | 19% | 2% | nt
EPAC1 ag | -12% | 2% | 6% | 0% | 10% | 18% | 5% | -8% | 1% | -2%
aSyn yeast inh | -13% | 1% | 0% | 5% | -2% | 0% | 3% | -1% | 1% | 5%
EPAC1 antagonist | -11% | -9% | 7% | -2% | 13% | ? | ? | ? | -10% | 7%
TDP43 rescue | 3% | 2% | 21% | -5% | -1% | 19% | ? | -23% | 0% | 0%
EPAC2 agonist | 1% | 12% | 10% | -3% | -8% | 21% | 6% | -6% | 4% | 2%

Compound activity as filed in PubChem BioAssay.

This is a subset; the hit share may differ from the screen's.
